Bioassay records from PubChem.
HDAC3 inh: human HDAC3 inhibition; inhibition, % at 8.3 µM; actives 0.15% (n = 320,000); recombinant HDAC3, fluorogenic peptide/trypsin coupled, fluorescence; AID 2718; in the data active means inhibition above about 26%, passing the limit was not always enough
MrgX1 ag: activates human MrgX1 receptor signaling; MrgX1-HEK293 cells, Fluo-4 calcium fluorescence, agonist mode; stronger effect = higher value; B-score at 10 µM; actives 0.44% (n = 310,000); AID 588627;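 active means calcium response B-score plate-corrected fluorescence ratio at least 3 library SD, with starting fluorescence B-score inside 5 SD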
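Material: HEK293 cells stably expressing human MrgX1 receptor | Quantity: 15,000 cells per well | Times: Cells plated overnight, dye loaded 0.5 h 37 °C, 0.5 h room temperature | Measured by: Kinetic Fluo-4 NW fluorescence of intracellular calcium | Control set: Positive and negative controls per plate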
TMEM16A inh: mouse TMEM16A channel inhibition, primary screen; Q8BHY3; HEK293 TMEM16A/YFP iodide influx fluorescence, ionomycin; normalized B-score (activity score, 25-100; higher = stronger inhibition) at 10 µM; actives 1.2% (n = 310,000); AID 588511;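 active means ratio plate-corrected score three or more library SD toward inhibition, starting fluorescence score within five deviations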;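 further: score derived from kinetic fluorescence span divided by baseline fluorescence per well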
TMEM16A act: activators or potentiators of mouse TMEM16A chloride channel; HEK293 TMEM16A/YFP-H148Q/I152L, iodide quench fluorescence; stronger effect = lower value; B-score at 10 µM; actives 0.3% (n = 340,000); AID 623877;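 active means fluorescence-ratio B-score plate-corrected deviation score at least 3 library SD below zero, with starting fluorescence score within 5 deviations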;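 further: channel opened by trigger with iodide after compound preincubation; score built on the fluorescence ratio of max minus min over baseline; more negative score means more quench and so TMEM16A activation or potentiation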
TRPC6 activator: activates the mouse TRPC6 cation channel; actives 0.13% (n = 310,000); B-score at 10 µM; HEK293-TRPC6 membrane potential dye fluorescence; stronger effect = higher value; Q61143; AID 2550;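 active means B-score of the integrated fluorescence ratio above library mean plus 3 SD, and starting fluorescence ratio within library mean plus 5 SD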;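 further: higher score means more depolarization so channel activation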
Target sequence (Q61143 whole entry, looked up): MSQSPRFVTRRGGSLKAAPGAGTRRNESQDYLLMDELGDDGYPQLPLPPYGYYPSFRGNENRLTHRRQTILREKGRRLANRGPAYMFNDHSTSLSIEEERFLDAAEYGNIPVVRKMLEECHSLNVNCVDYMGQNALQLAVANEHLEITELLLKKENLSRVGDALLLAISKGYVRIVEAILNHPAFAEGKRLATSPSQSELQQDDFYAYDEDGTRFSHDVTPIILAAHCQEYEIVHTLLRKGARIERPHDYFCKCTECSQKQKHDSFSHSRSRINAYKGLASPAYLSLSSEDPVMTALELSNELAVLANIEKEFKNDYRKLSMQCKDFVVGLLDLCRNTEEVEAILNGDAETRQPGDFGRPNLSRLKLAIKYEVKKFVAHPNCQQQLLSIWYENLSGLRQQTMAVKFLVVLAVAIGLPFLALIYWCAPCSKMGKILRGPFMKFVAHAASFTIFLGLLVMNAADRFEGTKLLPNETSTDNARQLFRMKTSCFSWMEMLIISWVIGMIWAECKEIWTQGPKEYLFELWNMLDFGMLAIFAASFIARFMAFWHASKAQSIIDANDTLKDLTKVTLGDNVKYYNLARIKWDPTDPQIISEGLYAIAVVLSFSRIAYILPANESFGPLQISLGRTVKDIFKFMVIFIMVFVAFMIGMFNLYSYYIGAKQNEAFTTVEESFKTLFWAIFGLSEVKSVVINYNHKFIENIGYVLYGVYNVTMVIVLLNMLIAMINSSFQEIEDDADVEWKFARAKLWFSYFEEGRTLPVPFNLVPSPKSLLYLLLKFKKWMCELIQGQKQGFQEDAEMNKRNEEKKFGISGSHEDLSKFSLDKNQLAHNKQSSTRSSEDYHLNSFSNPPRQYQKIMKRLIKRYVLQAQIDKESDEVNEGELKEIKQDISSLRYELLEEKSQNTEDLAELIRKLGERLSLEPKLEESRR
MrgX1 allo act: human MrgX1 positive allosteric modulation, primary screen; Q96LB2; MrgX1-HEK293, Fluo-4 calcium flux, FDSS; stronger effect = higher value; B-score at 10 µM; actives 0.63% (n = 310,000); AID 588675;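 active means plate-corrected calcium response at least 3 library SD above typical, normal starting fluorescence, not activating the receptor alone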;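 further: compound read alongside a low EC10 to EC30 dose of BAM8-22 agonist; peak minus trough fluorescence over baseline measured at the second addition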
RGS4 inh: inhibitors of human RGS4 | B-score at 10 µM | AID 463165 | actives 0.45% (n = 310,000) | P49798 | HEK293 M3R/RGS4 inducible, Fluo-4 calcium flux; stronger effect = higher value; triggered by carbachol at its EC20;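 active means B-score, a plate-corrected calcium signal, over three deviations above library mean, with baseline fluorescence within five deviations of library mean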;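 further: RGS4 expression induced by doxycycline in cells with stable M3 receptor; B-score is computed from the integrated fluorescence ratio over baseline after carbachol; higher B-score means a larger calcium signal and so more RGS4 inhibition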
RGS4 act: RGS4 potentiation or activation | HEK293 M3R/inducible RGS4, carbachol calcium flux Fluo4; stronger effect = lower value | B-score at 10 µM | actives 0.92% (n = 310,000);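 active means B-score of the integrated calcium signal more than 4 SD below the library mean, with starting fluorescence not abnormally high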;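 further: negative B-score means reduced calcium response which marks RGS4 activation or potentiation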
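Material: Inducible-RGS4 HEK293 cells carrying M3 receptor; also added: carbachol at ECmax as muscarinic agonist stimulus; incubation: compound preincubation 20 min at room temperature before agonist; signal: Fluo4-AM (2 µM) calcium-flux fluorescence, kinetic read; measure: integrated calcium ratio converted to B score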
MrgX1 antagonist: human MrgX1 receptor antagonism, primary screen. B-score at 10 µM. AID 588676. MRGX1-HEK293 calcium flux, Fluo-4, BAM8-22 antagonism; stronger effect = lower value. actives 1.3% (n = 310,000);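 active means calcium-response B-score plate-corrected more than 3 library SD below zero, starting fluorescence within 5 deviations, no agonist response on first addition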;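 further: peak minus trough fluorescence over baseline after final BAM8-22 challenge near maximal dose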
TRPC6 inh: blocks the mouse TRPC6 cation channel; actives 1.1% (n = 310,000); HEK293-TRPC6, membrane potential dye, ACh-evoked depolarization; stronger effect = lower value; B-score at 10 µM; Q61143;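 active means B-score under library mean minus 3 SD, initial fluorescence not abnormally high, positive integrated signal ratio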;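 further: B-score derived from integrated fluorescence ratio over the kinetic read; more negative B-score means stronger inhibition of depolarization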
SKKanGAS inh: SKKanGAS growth inhibition; S. pyogenes SKKanGAS, kanamycin growth, BacTiter-Glo, 6 h; inhibition, % at 7.5 µM; actives 1.3% (n = 300,000);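 active means mean replicate score, as percent of positive control median, at least 50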;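 further: strain carries kanamycin resistance gene driven by streptokinase promoter and grows in 40 µg/ml kanamycin; loss of luminescence reflects streptokinase promoter inhibition or plain growth inhibition; 0% = median of DMSO wells and 100% = positive control at its reference dose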
Active calls of the source: *; i = inactive; · = no result given. The order is random; overall some 6.7% were active at least once.

no.	compound	HDAC3 inh	MrgX1 ag	TMEM16A inh	TMEM16A act	TRPC6 activator	MrgX1 allo act	RGS4 inh	RGS4 act	MrgX1 antagonist	TRPC6 inh	SKKanGAS inh
1	COc1ccc(-n2c(C)nnc2SCC(=O)Nc2ccccc2F)cc1	6	i	i	i	i	i	i	i	i	i	8
2	Cn1c(CNc2ccccc2)nc2ccccc21	10	i	i	i	i	i	i	i	-6.9*	i	-1
3	CCc1ccccc1-n1nnnc1SCC(=O)Nc1cc(C)on1	0	i	i	i	i	i	i	i	i	i	7
4	O=C(NCCCN1CCOCC1)c1ccc(Cl)cc1Cl	5	i	i	i	i	i	i	i	i	i	-6
5	CCOC(=O)C1CCCN(C(=O)Cn2nc(C)c3c(C)n(-c4ccccc4)nc3c2=O)C1 (stereo unspecified)	-4	i	i	i	i	i	i	i	i	i	1
6	CCCCCCN(C(=O)CCl)c1ccccc1	2	i	i	i	i	i	i	i	i	i	-4
7	CCCOC(=O)c1c(NC(=O)c2cnn3c2NC(c2ccccc2)CC3C(F)(F)F)sc2c1CCCC2 (stereo unspecified)	0	i	i	i	i	i	i	i	i	i	4
8	O=C(Nc1ccc(Cl)cc1)Nc1nnc(CSCc2ccccc2)s1	-6	i	i	i	i	i	i	i	i	i	-14
9	CC(C)(C)C(=O)NC(=S)Nc1ccc(Cc2ccncc2)cc1	2	i	i	i	i	i	i	i	i	i	-7
10	COc1ccc(-c2nn(-c3ccccc3)cc2CN2CCCO2)c(F)c1	0	i	i	i	i	i	i	i	i	i	0
11	CC1CCN(CCCCOc2ccccc2[N+](=O)[O-])CC1	0	i	i	i	i	i	i	i	i	i	-5
12	Cc1cccc(NC(=O)c2cccc(N3C(=O)CCC3=O)c2)c1	18	i	i	i	i	i	i	i	i	i	-4
13	COc1ccc(-c2c3c(cc(C)[n+]2[O-])oc2ccc(OC)cc23)cc1	10	i	i	i	i	i	i	i	i	i	-1
14	Cc1ccc(NC(=O)CN(C)C(=O)C2COc3ccccc3O2)cc1 (stereo unspecified)	3	i	i	i	i	i	i	i	i	i	-1
15	COc1ccccc1C1C(C(N)=O)=C(C)Nc2nc(-c3ccc(Cl)cc3)nn21 (stereo unspecified)	6	i	i	i	i	i	i	i	i	i	-4
16	CC(=O)N/N=C/C1=CCC2CC1C2(C)C (stereo unspecified)	-1	i	i	i	i	i	i	i	i	i	-9
17	CC(C)CC(=O)Nc1ccccc1-c1nnn(CC(=O)N2CCOCC2)n1	-4	i	i	i	i	i	i	i	i	i	0
18	Cc1cc(C)c2c(C)c(C(=O)Nc3c(C)n(C)n(-c4ccccc4)c3=O)oc2c1	1	i	i	i	i	i	i	i	i	i	-5
19	O=C(NCc1ccco1)/C(=C\c1ccc(F)cc1)NC(=O)c1ccco1	-2	i	i	i	i	i	i	i	i	i	-4
20	CC(=O)Nc1ccc(C(=O)N/N=C/c2ccncc2)cc1	-2	i	i	i	i	i	i	i	i	i	-2
21	Cc1ccc(-c2csc(NC(=O)c3ccc(-c4ccccc4)cc3)n2)o1	9	i	i	i	i	i	i	i	i	i	22
22	CC(NC(=O)/C(C#N)=C/c1ccc([N+](=O)[O-])o1)c1ccccc1 (stereo unspecified)	8	i	i	i	i	i	6.2*	i	i	i	57*
23	Cc1cccc(C(=O)NNC(=O)C(=O)NC(C)(C)C)c1	12	i	i	i	i	i	i	i	i	i	0
24	CC(C)c1ccc(C(C)NC(=S)NC2CCCCC2)cc1 (stereo unspecified)	13	i	25*	i	i	i	i	i	i	i	38
25	CCCN(CCC)CCCNC(=O)CN1C(=O)CSc2ccc(S(=O)(=O)N3CCOCC3)cc21	5	i	i	i	i	i	i	i	i	i	20
26	Cc1ccc(S(=O)(=O)Nc2cc(C)c(O)c(Sc3n[nH]c(C)n3)c2)cc1	-1	i	i	i	i	i	i	i	i	i	-2
27	COC(=O)c1ccccc1NC(=O)c1cc2ncc(Br)cn2n1	-9	i	i	i	i	i	i	i	i	i	-5
28	CC1Cc2ccccc2N1C(=O)CCNS(=O)(=O)c1cccc2nsnc12 (stereo unspecified)	-1	i	i	i	i	i	i	i	i	i	·
29	Cc1nn(CC(=O)NCCCc2ccccc2)c(C)c1[N+](=O)[O-]	3	i	i	i	i	i	i	i	i	i	-2
30	COc1ccc(C(=O)Nc2ccc(C(=O)c3ccccc3)cc2)cc1	-3	i	i	i	i	i	i	i	i	i	-6
31	Cc1cc(NC(=O)CSc2nc3c(c(-c4cccnc4)c2C#N)CCC3)no1	3	i	i	i	i	i	i	i	-5.3*	i	2
32	CC(C)c1ccc(CNC(=O)CSCC(=O)Nc2ccc3ccccc3c2)cc1	3	i	i	i	i	i	i	i	i	i	11
33	COc1ccc(C2=CSC(/N=C/c3ccc(F)cc3)=NN2)cc1	1	i	i	i	i	i	i	i	i	i	-1
34	CCCc1nnc(NC(=O)CCC(=O)N2CCN(Cc3ccc(F)cc3)CC2)s1	2	i	i	i	i	i	i	i	i	i	-16
35	O=C(NCc1ccco1)[C@@H]1CSC2c3ccccc3C(=O)N21 (stereo partly specified)	4	i	i	i	i	i	i	i	i	i	2
36	Cc1c(-n2c(O)c(C3=c4ccccc4=NC3=O)sc2=O)c(=O)n(-c2ccccc2)n1C	-3	i	i	i	i	i	i	i	i	i	2
37	CCOC(=O)C1CCCN(C(=O)/C=C/c2cc(OC)c(OC)c(OC)c2)C1 (stereo unspecified)	4	i	i	i	i	i	i	i	i	i	3
38	CCCn1c(=O)[nH]c(=O)c2c(C(F)(F)F)cc(-c3ccc(C)cc3)nc21	-1	i	i	i	i	i	i	i	i	i	15
39	CN(C)c1cccc(C(=O)NNC(=S)NC2CC3CCC2C3)c1 (stereo unspecified)	-3	i	i	i	i	i	i	i	i	i	1
40	CC1CCN(CCCNC(=O)c2ccc(CSCc3cccc(Cl)c3)o2)CC1	1	i	i	i	i	i	i	i	i	i	11
41	Fc1ccc(NC(=S)N2CCOCC2)c(F)c1	-8	i	i	i	i	i	i	i	i	i	7
42	CN(CC(=O)Nc1c(Cl)cccc1Cl)C(=O)c1ccccc1SCC(=O)N1CCCC1	1	i	i	i	i	i	i	i	i	i	-8
43	Cc1[nH]n(-c2ccccc2)c(=O)c1C=NCC1CCCO1 (stereo unspecified)	5	i	i	i	i	i	i	i	i	i	9
44	O=C(O)CC/C(=N/NC(=O)c1cn(-c2ccccc2)nc1-c1ccccc1)C(=O)O	-5	i	i	i	i	i	i	i	i	i	1
45	CN(C)c1ccc(/C=C(\NC(=O)c2ccccc2)C(=O)NCc2cccnc2)cc1	7	i	i	i	i	i	i	i	i	i	4
46	Cc1cccc(/C=N/Nc2nncc3ccccc23)c1	-9	i	i	i	i	i	i	i	i	i	-6
47	Clc1ccc2nc(-c3ccccc3)cn2c1	13	i	i	i	i	i	i	i	i	i	5
48	O=C(CC(=O)N/N=C/c1c(F)cccc1Cl)NCCc1ccccc1	9	i	i	i	i	i	i	i	i	i	-7
49	O=C(O)c1ccccc1C(=O)c1ccc2c(c1)CCC2	0	i	i	i	i	i	i	i	i	i	3
50	CCOC(=O)c1cc(C)[nH]c(=S)c1C#N	17	i	i	i	i	i	i	i	i	i	10
51	COc1cc(NC(=O)C2CC(=O)N(CCc3ccccc3)C2)cc(OC)c1 (stereo unspecified)	3	i	i	i	i	i	i	i	i	i	-2
52	FC(F)(F)c1cc(-c2cccs2)nc2nc(N3CCOCC3)sc12	-7	i	i	i	i	i	i	i	i	i	-8
53	O=C(NNc1nc(-c2ccccc2)c2cc(Br)ccc2n1)c1ccc(S(=O)(=O)N2CCOCC2)cc1	4	i	i	i	i	i	i	i	i	i	14
54	COc1ccc(N2CCN(C(=O)CNC(=O)Cn3c(C)cc4ccccc4c3=O)CC2)cc1	0	i	i	i	i	i	i	i	i	i	5
55	O=C(N/N=C/c1ccc2c(c1)OCO2)C(=O)Nc1cccc(Cl)c1	2	i	i	i	i	i	i	i	i	i	0
56	O=C(NC1CCCCCCC1)c1c(O)c2ccccc2[nH]c1=O	2	i	i	i	i	i	i	i	i	i	-5

Next entries
no.	compound	HDAC3 inh	MrgX1 ag	TMEM16A inh	TMEM16A act	TRPC6 activator	MrgX1 allo act	RGS4 inh	RGS4 act	MrgX1 antagonist	TRPC6 inh	SKKanGAS inh
57	C=CCn1c(C)cc(C(=O)Cn2c(C(C)O)nc3ccccc32)c1C (stereo unspecified)	-2	i	i	i	i	i	i	i	i	i	-5
58	CCOc1ccc(S(=O)(=O)Nc2ccc(S(=O)(=O)N3CCOCC3)cc2)cc1	1	i	i	i	i	i	i	i	i	i	-4
59	COc1ccc2c(c1)cc(C(O)c1ccccn1)n2S(=O)(=O)c1ccccc1 (stereo unspecified)	3	i	i	i	i	i	i	i	i	i	-5
60	O=c1c2ccccc2nc2n1C(CSc1ccccc1)CS2 (stereo unspecified)	1	i	i	i	i	i	i	i	i	i	4
61	C/C=C/C(=O)OCC(=O)Nc1ccc(C)c(S(=O)(=O)N(C)C)c1	2	i	i	i	i	i	i	i	i	i	0
62	Cc1cc(C)n(-c2ccc(C(=O)Nc3cc(S(=O)(=O)N(C)C)ccc3Cl)cc2)n1	1	i	i	i	i	i	i	i	i	i	-4
63	Cc1ccc(NC(=O)c2cc(S(=O)(=O)c3ccccc3)ccc2Cl)cc1	2	i	i	i	i	i	i	i	i	i	-3
64	CCOC(=O)Cc1csc(NC(=O)C2CCCN(S(=O)(=O)c3cnc[nH]3)C2)n1 (stereo unspecified)	5	i	i	i	·	i	·	·	i	·	·
65	CC(C)COC(=O)c1ccccc1N1C(=O)C2C3CCC(C3)C2C1=O (stereo unspecified)	2	i	i	i	i	i	i	i	i	i	-7
66	CC(C)c1ccc(S(=O)(=O)N(C)C2(C)CCS(=O)(=O)C2)cc1 (stereo unspecified)	-3	i	i	i	i	i	i	i	i	i	-9
67	Cn1c(=O)c(C(=O)c2ccccc2)nc2ccccc21	18	i	i	i	i	i	i	i	i	i	-4
68	CC(Nc1nc(-c2ccc(F)cc2)cs1)c1nc2cc(Cl)c(Cl)cc2n1CCOCCO (stereo unspecified)	7	i	i	i	i	i	i	i	i	i	36
